High-throughput results from PubChem.
KCNH2 WT inh: inhibitors of human wildtype KCNH2 potassium channel | Q12809 | U2OS, BacMam KCNH2, thallium flux FluxOr; stronger effect = lower value | activity change, % at 1.84 µM | 340,000 compounds, 0.37% hits | AID 720551;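 active = maximum activity change below -70%; inconclusive = maximum activity change between -70% and -50%; inactive = maximum activity change above -50%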; also: % is scaled to controls: 0 for no effect and ±100 for the full control effect
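U2OS cells were transduced with wild-type KCNH2 virus (2.03 x 10^8 / mL) for 4 h at room temperature, then cultured overnight at 37 C. Thallium flux was read with FluxOr dye. Rate constants were normalized to DMSO controls.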
Integrin act MD: activates integrin-mediated alleviation for muscular dystrophy; alpha7betagal myoblasts, beta-gal FDG fluorescence, 48 h; Potency, µM (titrated, usually from 38.3 µM), for inactives: top-dose activation, most hits filed as activators; 350,000 compounds, 0.064% hits;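 also: potency is read from the fitted curve at half-maximal effect; 100% = response of the positive control SU9516; nearly all actives have a fitted effect of over 60% in size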
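Alpha7betagal+/- myoblasts (passage 13) were plated 16-24 hr, then exposed to compounds (1:260 dilution of DMSO stock) for 48 hours at 37C. After MPER lysis, β-galactosidase reporter activity was read as FDG fluorescence (ex 480/em 540) after 30 minutes.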
TRPV1 agonist: agonists of human vanilloid receptor 1 (TRPV1) | TRPV1-expressing cells, Fluo-8 calcium influx, agonist mode | activation, % at 8.33 µM | 320,000 compounds, 0.19% hits; in the data active = activation above about 80%; inconclusive = between about 30% and that limit; also: 0% is about no effect
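Cells expressing TRPV1 were dye-loaded with Fluo-8 and read kinetically: 10 s baseline, 3 min after compound (agonist portion), then 2 min after EC20 capsaicin (allosteric enhancer portion). Calcium-bound dye fluorescence at 480/520 nm.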
GALK inh: galactokinase (human) inhibition | AID 1868 | Purified GALK, Kinase-Glo residual ATP luminescence | P51570 | 270,000 compounds, 0.007% hits | Potency, µM (doses to about 57.5 µM), without a hit: top-dose activity change, negative = inhibition, actives largely listed as inhibitors; also: potency is read from the fitted curve at half-maximal effect; % is scaled to controls: 0 for no effect and ±100 for the full control effect
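Luminescence from leftover ATP (Ultra-Glo luciferase/luciferin) served as read-out after a 1 h room-temperature reaction of 5 nM GALK with 35 uM ATP and 100 uM galactose.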
FBPA coupling cs: coupling enzyme interference in Giardia aldolase counter-screen | 290,000 compounds, 0.67% hits | coupling enzyme system counterscreen, AmpLite Red fluorescence | activity change, negative = inhibition, % at 58.2 µM, hits read low; in the data active = activity change below about -30%; also: % is scaled to controls: 0 for no effect and ±100 for the full control effect
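Fluorescence at 525 nm excitation and 598 nm emission measured inhibition of the coupled detection system without aldolase. Compounds (at 57.5 uM final) were preincubated 10 min at room temperature with coupling enzyme reagent before a 20 min substrate/AmpLite Red step.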
CXXC DNA block: blocks binding of human MLL CXXC domain to DNA; Potency, µM (top dose mostly 115 µM), inactives show at the highest dose activity change, negative = inhibition, actives largely listed as inhibitors; 290,000 compounds, 0.037% hits; Q03164; MLL-CXXC / FITC-HOXA9 DNA fluorescence polarization; active = well fitted inhibition curve with a large enough effect in the polarisation, with a control signal flat, not every such curve was filed as active; inconclusive = small, poorly fitted or top-dose-only effect, or effect the other way, or a change in a side signal; inactive = no such curve, though single readings can be large or run the other way; the % refers to the polarisation; also: potency is read from the fitted curve at half-maximal effect
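Fluorescence polarization: 7 uM MLL-CXXC (stock) preincubated 5 min with compounds, then 50 nM fluorescein-HOX-A9 DNA (stock) added; 30 min ambient. Buffer 50 mM Tris-HCl pH 7.5, 50 mM NaCl, 1 mM DTT, 0.05% BSA.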
KCNH2 3.1 block: KCNH2 3.1 (human) potassium channel inhibition; 340,000 compounds, 0.95% hits; U2OS KCNH2 3.1, thallium flux FluxOr; stronger effect = lower value; activity change, % (tested at about 1.8 µM); AID 720553;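 active = maximum activity change below -70%; inconclusive = maximum activity change from -70% to -50%; inactive = maximum activity change above -50%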;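 also: thallium influx rate constant from kinetic fluorescence after stimulation buffer; % is scaled to controls: 0 for no effect and ±100 for the full control effect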
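U2OS cells transduced with KCNH2 3.1 mutant virus (1.77 x 10^8 /mL, 4 h), plated overnight at 37 C, loaded 45 min with FluxOr dye plus Red40 quencher. Thallium flux rate constant from kinetic reads after stimulation buffer, normalised to controls.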
S-ASM inh: blocks human secretory acid sphingomyelinase. 340,000 compounds, 0.006% hits. Potency, µM (series often up to 57.5 µM), for the others: top-dose activity change, negative = inhibition, usual class: inhibitors. placental ASM, HMU-PC fluorogenic substrate, 60 min. P17405; also: potency is read from the fitted curve at half-maximal effect
Target sequence (P17405 47-631 limits assumed): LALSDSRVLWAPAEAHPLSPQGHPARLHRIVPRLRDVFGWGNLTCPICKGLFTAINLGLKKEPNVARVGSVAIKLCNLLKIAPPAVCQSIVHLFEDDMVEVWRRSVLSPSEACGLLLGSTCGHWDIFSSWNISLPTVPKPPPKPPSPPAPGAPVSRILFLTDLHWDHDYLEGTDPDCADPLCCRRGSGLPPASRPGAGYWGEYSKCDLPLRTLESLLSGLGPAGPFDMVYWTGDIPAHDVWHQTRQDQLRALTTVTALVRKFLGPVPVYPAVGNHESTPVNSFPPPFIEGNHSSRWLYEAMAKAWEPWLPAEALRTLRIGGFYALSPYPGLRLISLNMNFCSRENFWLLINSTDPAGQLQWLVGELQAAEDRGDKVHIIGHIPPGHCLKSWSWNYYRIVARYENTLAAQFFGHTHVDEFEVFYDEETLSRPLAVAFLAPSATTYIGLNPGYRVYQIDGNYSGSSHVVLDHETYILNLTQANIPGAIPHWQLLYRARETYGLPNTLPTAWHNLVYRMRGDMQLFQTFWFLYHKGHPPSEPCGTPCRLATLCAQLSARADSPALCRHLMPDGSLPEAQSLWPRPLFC
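qHTS format. ASM enzyme prepared from human placenta hydrolyses the fluorogenic substrate HMU-PC0 (9 uM final) over 60 min at 37 °C after a 10 min compound preincubation.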
MBNL1-CUG inh: MBNL1-poly(CUG) RNA binding inhibition. Q9NR56. TR-FRET MBNL1-His/biotin-(CUG)12 binding, 665/545 ratio. Potency, µM (highest dose often 57.5 µM), inactives show top-dose activity change, negative = inhibition, actives largely listed as inhibitors. 280,000 compounds, 0.036% hits. AID 2675; active = well fitted inhibition curve with a large enough effect in the signal ratio, with a control signal flat, not every such curve was filed as active; inconclusive = small, poorly fitted or top-dose-only effect, or effect the other way, or a change in a side signal; inactive = no such curve, though single readings can be large or run the other way; the % refers to the signal ratio; also: potency is read from the fitted curve at half-maximal effect; % is scaled to controls: 0 for no effect and ±100 for the full control effect
Target sequence (Q9NR56 whole entry, looked up): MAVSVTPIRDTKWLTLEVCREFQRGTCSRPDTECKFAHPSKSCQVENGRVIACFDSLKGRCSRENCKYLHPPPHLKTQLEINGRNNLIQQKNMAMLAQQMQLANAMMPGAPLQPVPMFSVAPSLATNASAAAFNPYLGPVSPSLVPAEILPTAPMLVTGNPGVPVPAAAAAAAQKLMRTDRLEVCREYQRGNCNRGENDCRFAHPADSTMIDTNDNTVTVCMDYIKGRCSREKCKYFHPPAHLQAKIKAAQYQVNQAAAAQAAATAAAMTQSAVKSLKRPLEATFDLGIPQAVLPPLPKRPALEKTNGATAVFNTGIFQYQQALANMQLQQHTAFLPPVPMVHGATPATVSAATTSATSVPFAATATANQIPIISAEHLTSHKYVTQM
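TR-FRET between His-tagged MBNL1 and biotin-(CUG)12 RNA, detected with Tb anti-His antibody (0.055 ng/ul) and streptavidin-XL665 (5 nM), 60 min at room temperature. Compounds titrated 92 nM to 58 uM; 665/545 nm ratio normalized to buffer and complex controls.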
AT treatment: potential ataxia-telangiectasia treatment | AID 485349 | Potency, µM (top dose mostly 57.5 µM), for inactives: at the highest dose activation, most hits filed as activators | […] A-T fibroblasts, KAP-1 phosphorylation AlphaLISA; neocarzinostatin DNA damage 30 min before lysis | 320,000 compounds, 0.19% hits; also: potency is read from the fitted curve at half-maximal effect; % of control where 0% means no effect; nearly all actives have a fitted effect of over 45% in size
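ATM-like activity read as KAP-1 phosphorylation via AlphaLISA donor/acceptor antibody pairs after lysis and 6 hr at 25C. Cells were ATM-null patient fibroblasts ([…], hTERT), dosed 60 min, then exposed to the DSB inducer NCS for 30 min.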
* hit, by the source's call; i = inactive; ? = inconclusive; . = not tested or not shown; [ ] = dose if it differs, or a comment. Unless noted, calls follow the shape of the dose curve; as a rule, active = well fitted curve in the direction sought with a large enough effect; inconclusive = small, poorly fitted or top-dose-only effect, or another doubt; inactive = no such curve, though single readings can be large; an effect the other way counts as inactive or inconclusive. The order is random (roughly 2% active in at least one column).

SMILES	KCNH2 WT inh	Integrin act MD	TRPV1 agonist	GALK inh	FBPA coupling cs	CXXC DNA block	KCNH2 3.1 block	S-ASM inh	MBNL1-CUG inh	AT treatment
COc1ccc2[nH]cc(CCNC(=O)C3CCCCC3)c2c1	-7	?	-2	-3%	-2	7%	19	5%	0%	1%
O=C(COc1ccccc1Cl)Nc1cc(NC(=O)COc2ccccc2Cl)cc(C(=O)O)c1	-7	8%	-1	-4%	3	5%	4	-3%	-14%	-8%
N#CC1(Cc2ccc(Cl)cc2)c2ccccc2C=CN1C(=O)c1ccccc1 (configuration not stated)	-17	-9%	0	-2%	-5	28%	1	-8%	-2%	3%
CCCCNc1nnc(SCC(=O)c2c(N)n(C3CC3)c(=O)[nH]c2=O)s1	-5	37%	.	.	.	.	-6	3%	.	-4%
CC(=O)N(C)Cc1ccc(C(=O)CSc2nnc(C3CC3)n2C2CC2)cc1	-8	15%	2	.	.	.	-6	4%	.	8%
Cc1cc(C)cc(-c2nnc(SCC(=O)c3c(N)n(C4CC4)c(=O)[nH]c3=O)o2)c1	-1	-5%	-3	.	.	.	-16	4%	.	4%
COC(=O)c1ccc2c(c1)c(-c1ccccc1)c(-c1ccccc1)n2C	8	1%	.	.	.	.	-25	2%	.	4%
COC(=O)c1c(NC(=O)Nc2ccc(Cl)cc2)sc(C)c1C	4	-9%	3	-3%	-1	14%	4	-1%	11%	0%
O=[N+]([O-])c1cccc(S(=O)(=O)N2CCN(c3ccccn3)CC2)c1	-3	19%	3	-8%	2	14%	-6	-6%	?	1%
COc1ccc2c(c1OC)C(=O)OC2Nc1ccc(S(=O)(=O)N=C(N)N)cc1 (configuration not stated)	2	?	-2	.	0	-9%	-5	3%	10%	-3%
O=C(N/N=C/c1ccc(O)cc1)c1cc(-c2ccccc2)nc2ccccc12	4	-13%	11	-4%	-3	-7%	-5	?	-1%	.
COc1ccc(S(=O)(=O)N2CCC3(CC2)CC(=O)c2ccccc2O3)cc1OC	-1	20%	0	.	.	.	0	.	.	-10%
Cc1ccc(Cn2ccc(NC(=O)c3noc4c3CCCC4)n2)cc1	-3	19%	11	-1%	2	3%	4	-2%	-2%	2%
CCOC(=O)C1CCN(C(=O)c2ccc3c(c2)OCCO3)CC1	6	-28%	.	.	.	.	-1	5%	.	-5%
CC(=O)N1CC(=O)N=C1SCC(=O)Nc1nc(C)c(-c2ccccc2)s1	2	1%	11	1%	-9	30%[activator]	-2	-2%	38%[activator]	1%
CCn1c(=S)sc2c(=O)[nH]c(C)nc21	3	-3%	-6	0%	0	-3%	12	0%	?	-1%
COc1ccc(CC(=O)NCc2nnc(SCC(=O)Nc3ccccc3)n2C)cc1	-6	0%	1	0%	-3	-2%	8	3%	-3%	-3%
CCOC(=O)C/C(C)=N/NC(=O)CN(c1ccc(Br)cc1)S(=O)(=O)c1ccccc1	-11	3%	4	.	0	19%	8	-6%	2%	-6%
Cc1cc(O)c(C(C)C)cc1NS(=O)(=O)c1ccccc1	1	14%	-2	0%	-1	3%	-17	-3%	-1%	4%
O=C(COc1ccccc1)N1CCN=C1SCc1cccc(F)c1	-1	-9%	4	.	0	2%	3	1%	5%	-6%
COc1ccc(NC(=S)Nc2nc(CC(=O)Nc3ccccc3OC)cs2)cc1	21	0%	0	3%	-1	-6%	1	-7%	5%	-1%
Cc1ccc(/C=C2/SC(=Nc3ccc(F)cc3)NC2=O)s1	-8	-14%	4	.	2	?	-18	-5%	-2%	-6%
S=C(NCc1ccccn1)Nc1ccccc1Cl	-7	11%	0	1%	-4	-7%	9	6%	.	-1%
O=C(CC1C(=O)NCCN1Cc1c(F)cccc1Cl)NCCC1=CCCCC1 (configuration not stated)	11	-37%	1	0%	0	9%	1	-1%	-13%	-3%
COc1ccccc1C1CC(c2cccs2)=NN1C(=O)CCC(=O)O (configuration not stated)	-6	3%	2	1%	8	-3%	-9	-1%	?	0%
O=C(CCS(=O)(=O)Cc1ccccc1F)N1CCc2ccccc2C1	11	-33%[inhibitor]	7	3%	-5	1%	-16	5%	-2%	7%
Cc1ccc(-n2c(C)cc(/C=N/NC(=O)c3ccncc3)c2C)cc1C	-5	3%	?	0%	-4	16%	4	-2%	7%	-4%
C=CCn1c(SCC(=O)NC2CCCCC2)nnc1-c1cccnc1	-5	12%	0	7%	0	7%	4	6%	-5%	-11%
c1ccc(-c2nnc3n2-c2ccccc2SC3)cc1	-9	9%	1	1%	2	-8%	-7	0%	-8%	2%
COc1cccc(CN2CCNC(=O)C2CC(=O)N(C)C2CCOCC2)c1 (configuration not stated)	-7	?	1	8%	0	-9%	5	10%	-8%	1%
O=C(c1cccc(OC(F)F)c1)N1CCN(c2ncccn2)CC1	15	1%	-2	1%	3	3%	1	0%	5%	3%
Cc1ccc(S(=O)(=O)N2CC3CCC2C3)cc1 (configuration not stated)	3	21%	12	-1%	0	-3%	-2	7%	-7%	4%
O=C(Nc1nc2cc3c(cc2s1)OCO3)c1ccco1	-4	11%	0	1%	3	9%	1	-1%	15%	-1%
CC1=C(C(=O)OCc2ccccc2)C(c2ccc(Cl)cc2)NC(=O)N1CCCC(=O)O (configuration not stated)	-13	40%	-1	.	3	-1%	4	4%	12%	9%
CN(C)S(=O)(=O)n1cc(/C=C(\NC(=O)c2ccccc2Cl)C(=O)NCCCN2CCOCC2)c2ccccc21	4	-5%	20	0%	-4	-3%	1	1%	4%	3%
CCOc1ccccc1-c1nc(-c2cc3ccccc3nc2OC)no1	2	-15%	2	4%	-3	17%	2	-6%	-1%	20%
Fc1ccc(Oc2cnns2)cc1	i	-20%	0	11%	2	2%	-4	-2%	.	-2%
O=S(=O)(/N=C(/c1ccccc1)N1CCCCC1)c1ccccc1	2	6%	0	1%	-1	-5%	19	6%	.	1%
Cc1ccc(C(=O)COC(=O)C(C)N2C(=O)C3C4CCC(C4)C3C2=O)cc1C (configuration not stated)	-4	?	2	1%	3	5%	0	-8%	-1%	5%
COc1ccc(-c2nnc(SCC#CCO)o2)cc1OC	13	0%	2	-2%	1	4%	2	1%	-4%	-3%
COc1ccc(OCC(O)CN(CC(O)COc2ccc(OC)cc2)c2cccc(O)c2)cc1 (configuration not stated)	13	18%	7	-5%	.	-24%	-1	-21%	-2%	1%
O=C(Nc1cccc(S(=O)(=O)N2CCOCC2)c1)C12CC3CC(CC(C3)C1)C2	-10	28%	.	.	.	.	-20	-3%	.	-3%

Molecules shown so far that contain an aryl thioether with sulfur outside any ring (6):
SMILES	KCNH2 WT inh	Integrin act MD	TRPV1 agonist	GALK inh	FBPA coupling cs	CXXC DNA block	KCNH2 3.1 block	S-ASM inh	MBNL1-CUG inh	AT treatment
CCCCNc1nnc(SCC(=O)c2c(N)n(C3CC3)c(=O)[nH]c2=O)s1	-5	37%	.	.	.	.	-6	3%	.	-4%
CC(=O)N(C)Cc1ccc(C(=O)CSc2nnc(C3CC3)n2C2CC2)cc1	-8	15%	2	.	.	.	-6	4%	.	8%
Cc1cc(C)cc(-c2nnc(SCC(=O)c3c(N)n(C4CC4)c(=O)[nH]c3=O)o2)c1	-1	-5%	-3	.	.	.	-16	4%	.	4%
COc1ccc(CC(=O)NCc2nnc(SCC(=O)Nc3ccccc3)n2C)cc1	-6	0%	1	0%	-3	-2%	8	3%	-3%	-3%
C=CCn1c(SCC(=O)NC2CCCCC2)nnc1-c1cccnc1	-5	12%	0	7%	0	7%	4	6%	-5%	-11%
COc1ccc(-c2nnc(SCC#CCO)o2)cc1OC	13	0%	2	-2%	1	4%	2	1%	-4%	-3%
